ZTA counter: ZTA (EBV) inhibition in EBNA-1 counter-screen; inhibition, % at 11 µM; ZTA-DNA binding, fluorescence polarization; AID 2234; P03206; actives 0.15% (n = 320,000); in the data active = inhibition above about 33%
PAFAH1B3 FP inh: inhibitors of human PAFAH1B3; Q15102; recombinant PAFAH1B3, FP-rhodamine probe, fluorescence polarization; inhibition, % at 3.39 µM; actives 0.28% (n = 340,000); AID 492972;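 active = inhibition above the screen-wide average of all tested compounds plus 3 SD, cut at about 25% in these data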;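 note: 0% = enzyme with DMSO only and 100% = wells lacking PAFAH1B3 protein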
LYPLA1 inh: blocks human lysophospholipase 1, a PME1 counter-screen. recombinant LYPLA1, FP-Rh probe fluorescence polarization. inhibition, % at 5.9 µM. actives 0.16% (n = 320,000). AID 2174;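 active = inhibition above the mean of all tested compounds plus 3 SD, set per campaign, cut at about 14% in these data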;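 note: inhibitors block serine hydrolase probe labeling of LYPLA1 so polarization falls; 0% = enzyme with DMSO and 100% = wells lacking LYPLA1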
Target sequence (O75608 whole entry, looked up): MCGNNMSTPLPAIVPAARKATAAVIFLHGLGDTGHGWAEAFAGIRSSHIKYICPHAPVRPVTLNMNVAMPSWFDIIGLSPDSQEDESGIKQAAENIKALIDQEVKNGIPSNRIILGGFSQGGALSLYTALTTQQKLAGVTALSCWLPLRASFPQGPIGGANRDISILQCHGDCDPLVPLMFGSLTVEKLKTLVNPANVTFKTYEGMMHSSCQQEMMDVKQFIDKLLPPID
pPAFAH inh: inhibitors of human plasma PAF acetylhydrolase (pPAFAH). inhibition, % at 3.39 µM. Q13093. recombinant pPAFAH, FP-rhodamine probe fluorescence polarization. AID 463082. actives 1.5% (n = 330,000);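 active = inhibition above the mean inhibition across the screen plus 3 SD, cut at about 25% in these data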;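 note: inhibitors block binding of the rhodamine activity-based probe so polarization drops; 0% = enzyme with DMSO and 100% = wells lacking pPAFAH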
PAFAH2 FP inh: PAFAH2 (human) inhibition; Q99487; recombinant PAFAH2, FP-rhodamine activity probe, fluorescence polarization; inhibition, % at 3.39 µM; actives 0.99% (n = 340,000);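 active = inhibition above the mean over all tested compounds plus 3 SD, cut at about 30% in these data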;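 note: inhibitors block probe labeling of enzyme so polarization drops; 0% = enzyme with DMSO and 100% = wells lacking PAFAH2 protein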
PREPL inh: inhibitors of human prolyl oligopeptidase-like enzyme PREPL. actives 0.68% (n = 320,000). recombinant PREPL, fluorescence polarization activity-based probe. inhibition, % at 5.96 µM. AID 2751. Q4J6C6; in the data active = inhibition above about 43%;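 note: 0% = enzyme with DMSO and 100% = wells lacking enzyme; many of its hits are not listed in these tables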
Target sequence (Q4J6C6 whole entry, looked up): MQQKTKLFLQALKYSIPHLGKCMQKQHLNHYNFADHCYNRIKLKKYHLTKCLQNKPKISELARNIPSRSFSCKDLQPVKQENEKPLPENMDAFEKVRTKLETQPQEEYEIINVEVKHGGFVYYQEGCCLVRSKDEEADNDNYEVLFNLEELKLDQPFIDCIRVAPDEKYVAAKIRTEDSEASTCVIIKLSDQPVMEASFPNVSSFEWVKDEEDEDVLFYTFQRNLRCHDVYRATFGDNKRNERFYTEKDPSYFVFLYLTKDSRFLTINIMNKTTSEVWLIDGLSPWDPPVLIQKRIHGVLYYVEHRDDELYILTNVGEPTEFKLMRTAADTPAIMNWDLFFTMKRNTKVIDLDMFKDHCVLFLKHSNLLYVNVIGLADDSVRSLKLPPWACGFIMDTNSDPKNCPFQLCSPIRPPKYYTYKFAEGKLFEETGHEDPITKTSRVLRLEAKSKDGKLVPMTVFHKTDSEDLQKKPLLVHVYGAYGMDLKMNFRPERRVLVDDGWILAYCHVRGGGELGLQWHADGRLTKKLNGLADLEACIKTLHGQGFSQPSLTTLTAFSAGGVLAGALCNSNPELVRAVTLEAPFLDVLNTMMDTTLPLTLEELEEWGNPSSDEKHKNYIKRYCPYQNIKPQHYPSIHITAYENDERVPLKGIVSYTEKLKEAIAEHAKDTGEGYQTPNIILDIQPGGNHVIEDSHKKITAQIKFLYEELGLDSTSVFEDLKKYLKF
EBNA-1 inhibitor: blocks EBNA-1 binding to DNA. EBNA-1 DNA binding, fluorescence polarization. inhibition, % at 14.8 µM. actives 0.34% (n = 300,000). AID 1950; in the data active = inhibition above about 28%
PAFAH1B2 FP inh: blocks human PAF acetylhydrolase 1b catalytic subunit 2; inhibition, % at 3.39 µM; actives 1.2% (n = 340,000); recombinant PAFAH1B2, FP-rhodamine activity probe, fluorescence polarization; P68402;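 active = inhibition above the mean of all tested compounds plus 3 SD, cut at about 24% in these data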;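 note: 0% = enzyme with DMSO and 100% = wells lacking PAFAH1B2; many of its hits are not listed in these tables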
LYPLA2 counter: blocks human lysophospholipase 2, a PME1 counter-screen; O95372; recombinant LYPLA2, FP-Rh probe fluorescence polarization; inhibition, % at 5.9 µM; actives 0.38% (n = 320,000);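 active = inhibition above the screen-wide mean plus 3 SD, limit set per campaign, cut at about 26% in these data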;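 note: 0% = LYPLA2 with DMSO and 100% = wells lacking LYPLA2 enzyme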
The depositor's hits bear a star; . = not tested or not shown.

SMILES	ZTA counter	PAFAH1B3 FP inh	LYPLA1 inh	pPAFAH inh	PAFAH2 FP inh	PREPL inh	EBNA-1 inhibitor	PAFAH1B2 FP inh	LYPLA2 counter
CC(C)C(=O)Nc1ccc2c(c1)C(=O)NC2=O	9	8	3	0	1	-4	5	7	4
O=C(CCNC(=O)c1ccc([N+](=O)[O-])cc1)Nc1ccccc1N1CCOCC1	-2	3	4	2	2	1	-1	1	4
CC1CCN(C(=O)c2[nH]cnc2C(=O)Nc2cccc(Cl)c2)CC1	-2	1	-3	0	4	24	.	-3	-5
O=C(COC(=O)c1ccccc1NS(=O)(=O)c1cccs1)NCC12CC3CC(CC(C3)C1)C2	-4	-4	-7	5	8	-7	1	20	-13
CCOc1ccc(S(=O)(=O)N2CCOCC2)cc1NC(=O)C1CCC1	-4	9	1	2	-1	-1	4	4	1
Brc1ccc(-c2nnc(-c3ccccc3Br)o2)cc1	-4	11	-1	4	2	-2	-2	8	2
CSc1nnc(C)c(=O)n1COC(=O)c1ccc(S(=O)(=O)N(C)C)cc1	6	7	-3	2	-3	3	-5	-3	-9
Cn1c(SCC(=O)N2CCCC2)nnc1-c1ccc(S(=O)(=O)N2CCCC2)cc1	2	10	-2	-4	-3	7	-3	5	1
COc1ccc(C(=O)Nc2c(N)nc(SCC(=O)Nc3ccc(C(C)=O)cc3)[nH]c2=O)cc1	11	6	-3	8	1	4	5	1	-1
CCCN1C(C)C(C(=O)OCC)=CN(Cc2cccc(I)c2)S1(=O)=O (centres undefined)	.	7	.	2	2	.	.	0	.
CCS(=O)(=O)c1nc(S(=O)(=O)c2ccc(C)cc2)c(N2CCOCC2)s1	-2	8	0	-2	-2	17	0	6	6
CCN(CC(=O)NCc1ccc(Cl)cc1)C(=O)c1ccc(S(=O)(=O)NCc2ccco2)cc1	-8	11	4	3	-2	0	-5	5	0
O=C(Nc1ccc(Br)cn1)C1CCN(S(=O)(=O)c2cccs2)CC1	11	-1	1	0	-6	-13	-12	2	1
Cc1cc(-c2ccc(Cl)cc2)n2nc(C)cc2n1	4	11	-2	8	-8	4	-2	-3	-2
C/C(CC(=O)Nc1ccc(Cl)cc1)=N\NC(=O)C(=O)N1CCCCC1	-8	8	-1	-4	7	1	5	2	-5
CCc1ccc(OCCOCC(O)CNC(C)CC)cc1 (centres undefined)	-4	11	-2	4	-5	19	7	2	1
CCc1ccc(NC(=O)C2CC(=O)Nc3ncnn32)cc1 (centres undefined)	0	6	-4	0	0	-3	3	4	-5
CCC[C@@H](CN[C@@H](CNC)[C@H](C)CC)NCC1CCC(C(C)(C)C)CC1 (some centres undefined)	-21	-4	-1	1	0	28	-2	1	-3
CCCn1c(Nc2ccccc2C)nc2ccccc21	-5	12	-1	5	3	16	6	9	-1
CCN1C(=O)[C@H]2[C@@H](c3ccc(C)cc3)N3C(=O)N(c4ccc(OC)cc4)C(=O)[C@@]3(Cc3ccc(Cl)cc3)[C@H]2C1=O	-11	4	-3	2	-3	1	3	-4	-6
CCc1ccccc1NC(=O)c1cc(C)no1	5	4	4	-2	-4	32	1	4	7
CCOC(=O)c1ccc(NCn2c(=O)oc3ccccc32)cc1	-6	-5	-1	0	-7	17	-2	4	-8
Cc1cccc(C)c1NC(=O)CNC(=O)C1CC(=O)N(Cc2ccccc2)C1 (centres undefined)	12	10	2	0	11	-5	6	-1	2
COC(=O)Cn1cnc2sc(C)c(S(=O)(=O)N3CCC(C)CC3)c2c1=O	0	2	2	7	2	8	0	4	1
O=C(c1ccccc1Cc1ccccc1)N1CCN(S(=O)(=O)c2ccccc2[N+](=O)[O-])CC1	22	-3	3	6	4	24	3	13	0

Next part, starting with the last 2 of the part before.
SMILES	ZTA counter	PAFAH1B3 FP inh	LYPLA1 inh	pPAFAH inh	PAFAH2 FP inh	PREPL inh	EBNA-1 inhibitor	PAFAH1B2 FP inh	LYPLA2 counter
COC(=O)Cn1cnc2sc(C)c(S(=O)(=O)N3CCC(C)CC3)c2c1=O	0	2	2	7	2	8	0	4	1
O=C(c1ccccc1Cc1ccccc1)N1CCN(S(=O)(=O)c2ccccc2[N+](=O)[O-])CC1	22	-3	3	6	4	24	3	13	0
CC1CCOC(c2coc3ccccc3c2=O)O1 (centres undefined)	19	4	2	0	2	9	8	-1	0
O=C(Cc1cccs1)N/N=C/C(Cl)=C/c1ccccc1	5	3	-3	6	-5	-10	17	0	-5
CC(=O)c1ccc(-n2nncc2C)cc1	-9	10	2	-1	4	6	0	6	8
Cc1nc(Cl)c(C(=O)NCCc2ccccc2)c(C)c1[N+](=O)[O-]	-3	-4	0	0	-6	7	-14	10	-8
CCn1c(CNC(=O)c2ccccc2F)cc2ccccc21	-18	3	0	3	8	7	-4	2	10
COCCn1cnnc1SCC(=O)Nc1cc(C)on1	.	9	.	3	1	-12	.	5	.
CCOc1cc(/C=N/NC(=O)Cc2ccc(C(F)(F)F)cc2[N+](=O)[O-])c(Br)cc1OC	-23	2	-1	4	-22	-3	-11	4	7
CCCCN(C(=O)Cc1ccc2c(c1)OCCO2)c1c(N)n(CCC)c(=O)[nH]c1=O	2	-4	-1	1	11	6	.	3	-2
CCOc1ccccc1N1CCN(Cc2cccc(OC)c2O)CC1	-9	7	-3	0	-2	10	15	1	9
O=C(CN(C(=O)c1ccc(Cl)cc1)N1C(=O)C2C3C=CC(C3)C2C1=O)c1cccs1 (centres undefined)	-2	4	0	2	-2	2	-4	1	2
Cc1cc(C(F)F)n2ncc(C(=O)N3CCC(C(N)=O)CC3)c2n1	2	-1	-4	3	-6	4	-7	3	-7
CC1(C2CC2)NC(=O)N(CC(=O)Nc2ccccc2-c2ccccc2)C1=O (centres undefined)	6	8	2	-4	1	22	15	10	2
O=C(NCc1ccccn1)c1nc(Cn2cc([N+](=O)[O-])cn2)no1	22	1	-1	5	3	-1	2	3	4
O=C(NC(Cc1ccccc1)C(=O)O)c1cccnc1Cl (centres undefined)	0	1	1	0	-3	1	-12	6	0
O=C(Nc1ccc(C2=NCCN2)cc1)c1ccc(C(=O)Nc2ccc(C3=NCCN3)cc2)c(Cl)c1	-5	1	1	-3	-6	-8	10	-4	-7
Cc1cc(=O)oc(C)c1C(=O)OCC(=O)c1ccc2ccccc2c1	21	2	-6	5	-7	13	-10	-4	10
COC(=O)CCC(=O)OC1(C)C(=O)C2=CN(C3CC3)C(c3ccc(OC)cc3)=CC2=C(Br)C1=O (centres undefined)	9	13	3	19	18	75*	3	2	2
Nc1nn(S(=O)(=O)c2cccc3nsnc23)cc1-c1ccc(Br)cc1	-6	10	-6	9	-4	23	0	-2	-6
CCn1nc(C)c(CNC(=O)C2CCC(=O)N(CCc3ccc(OC)cc3)C2)c1C (centres undefined)	1	7	3	6	2	-2	-9	3	6
CC1Cc2ccccc2N1Cc1nc2cc(Cl)ccc2c(=O)[nH]1 (centres undefined)	-20	4	-8	13	-1	-4	-11	-1	-12
O=C(NCC(=O)N1CCN(Cc2ccccc2)CC1)c1cc(Cl)cc([N+](=O)[O-])c1	.	1	.	0	-1	12	.	8	.
O=C1CCCc2c1cc(C(=O)O)c(=O)n2-c1ccccc1	2	4	-2	-6	-2	2	0	3	-10
Cc1cc(Nc2n[nH]c(N)c2C#N)ccc1F	-7	7	1	5	-7	5	-15	6	4
COc1ccc(C(=O)C[n+]2cccc3cc(C)ccc32)cc1	3	11	-5	-5	4	1	-14	4	-6
O=c1[nH]c(C(Cl)(Cl)Cl)nc2ccc3ccccc3c12	-9	1	1	0	4	-1	-5	5	4

Going on with the list.
SMILES	ZTA counter	PAFAH1B3 FP inh	LYPLA1 inh	pPAFAH inh	PAFAH2 FP inh	PREPL inh	EBNA-1 inhibitor	PAFAH1B2 FP inh	LYPLA2 counter
Cc1cc(C)cc(CSc2ccc(S(=O)(=O)N3CCCC3)cn2)c1	-5	10	2	5	-3	21	.	1	5
O=C(COC(=O)C1=COCCO1)NCCCc1ccccc1	-2	4	3	-1	18	-2	6	1	5
COc1ccc(CNC(=O)CN(c2ccc(C)cc2)S(=O)(=O)c2c(C)noc2C)cc1	0	5	3	3	-31	-15	1	1	1
COc1ccc(C(=O)NCc2ccc(C(=O)NCC(OC)OC)cc2)cc1OC	13	10	-1	-1	-10	10	-2	4	0
Cc1ccc(S(=O)(=O)NCC(=O)OCCOc2cccc(Cl)c2)cc1	2	5	-1	9	5	-37	.	8	-3
Cc1cc(-c2nn(-c3ccccc3F)cc2CN2CCN(c3ccccn3)CC2)c(C)s1	3	1	0	4	2	8	8	-3	5
CCOc1ccc(S(=O)(=O)Nc2ccccc2C(=O)NCc2ccco2)cc1	-20	0	-2	7	7	-1	0	2	2
CN(CC(=O)N1CCN(c2cccc(Cl)c2)CC1)S(=O)(=O)c1cnc[nH]1	-6	3	-2	2	-2	7	-11	2	1
C=C1CCN([C@@H](Cc2ccccc2)C(=O)NCc2ccccc2)S(=O)(=O)c2ccccc21	7	-2	-2	5	1	3	0	3	-1
CCCSc1cc(Cl)nc(N)n1	1	-2	1	3	-6	10	-9	-2	5
O=C(Nc1ccc2cn[nH]c2c1)c1ccccc1F	-6	7	-2	0	-4	6	-4	8	5
CNC(=O)c1ccccc1S(=O)c1ccccc1COC(C)=O (centres undefined)	3	5	0	-5	3	-5	1	-3	3
C#CCOCCOCCOCCNc1nc(N2CCN(C(=O)[C@H](CCC(=O)O)n3cc([C@@H](N)[C@H](C)CC)nn3)CC2)nc(N2CCN(C(=O)[C@H](CCCCN)n3cc([C@@H](N)CC(N)=O)nn3)CC2)n1	.	9	.	-2	1	1	.	4	.
O=C(N/N=C/c1sc(=O)n(Cc2ccc(Br)cc2)c1Cl)c1ccco1	-7	-4	-6	0	-2	3	10	1	-7
Cc1cccn2c(=O)nc(SCC(=O)Nc3cccc4ccccc34)nc12	0	8	-2	-10	13	12	-12	5	-3
CC1Cc2cc(S(=O)(=O)N3CCC(C(N)=O)CC3)ccc2N1C(=O)C1CC1 (centres undefined)	7	7	0	2	-11	3	-12	-1	0
Cc1ccc(S(=O)(=O)N2CCN(S(=O)(=O)c3ccc(C)cc3)C2)cc1	7	14	1	2	-2	19	-16	10	5
CCCCC(NS(=O)(=O)c1ccc(C)cc1)C(=O)Oc1ccc2c3c(c(=O)oc2c1)CCC3 (centres undefined)	-11	5	-6	-3	-9	4	-3	0	-11
O=C(c1cccc(S(=O)(=O)Nc2cccc(C(F)(F)F)c2)c1)N1CCCCC1	-5	4	-2	10	-5	0	-12	8	-2
COc1ccc(NC(=O)CN(C)C(=O)c2ccc(N3CCCCC3)c([N+](=O)[O-])c2)cc1	2	-3	3	-3	3	10	-14	2	12
COc1ccc(C)cc1S(=O)(=O)Nc1cccc(Cl)c1	-6	4	1	11	8	3	-7	2	2
Cc1ccc(CN(C)C(=O)C2CCC(=O)N(C3CCCCCC3)C2)cc1 (centres undefined)	9	6	-2	0	-1	28	9	11	-2
COC(=O)c1ccc(OCC(O)Cn2nnc3ccccc32)cc1 (centres undefined)	3	-3	-3	2	-1	-1	-11	-3	2
CCC(O)C1CCN(Cc2cn(-c3ccc(OC)cc3)nc2-c2cccc(F)c2)CC1 (centres undefined)	-8	0	1	-2	-9	7	-6	2	0
COc1ccc(/C=C2\SC(=O)N(CCn3cnnn3)C2=O)cc1	-7	12	2	0	-12	7	-3	6	3
COc1ccc(C/C(C)=N/NC(=O)C2COc3ccccc3O2)cc1 (centres undefined)	-12	8	-3	3	8	-3	0	3	2

Single values from the list:
C#CCOCCOCCOCCNc1nc(N2CCN(C(=O)[C@H](CCC(=O)O)n3cc([C@@H](N)[C@H](C)CC)nn3)CC2)nc(N2CCN(C(=O)[C@H](CCCCN)n3cc([C@@H](N)CC(N)=O)nn3)CC2)n1 | PREPL inh: 1
Cc1cc(-c2nn(-c3ccccc3F)cc2CN2CCN(c3ccccn3)CC2)c(C)s1 | PAFAH2 FP inh: 2

An excerpt. The share of hits here may be higher or lower than overall.
